Mdm2-MdmX inh: inhibitors of human Mdm2/MdmX interaction; O15151+Q00987; SaOS-2 split-luciferase Mdm2/MdmX complementation, luminescence; inhibition, % at 8 µM; 3% of 330,000 active; AID 485346;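 active means inhibition of at least 50% at 8 µM in the primary screen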
Target sequence (O15151 whole entry, looked up): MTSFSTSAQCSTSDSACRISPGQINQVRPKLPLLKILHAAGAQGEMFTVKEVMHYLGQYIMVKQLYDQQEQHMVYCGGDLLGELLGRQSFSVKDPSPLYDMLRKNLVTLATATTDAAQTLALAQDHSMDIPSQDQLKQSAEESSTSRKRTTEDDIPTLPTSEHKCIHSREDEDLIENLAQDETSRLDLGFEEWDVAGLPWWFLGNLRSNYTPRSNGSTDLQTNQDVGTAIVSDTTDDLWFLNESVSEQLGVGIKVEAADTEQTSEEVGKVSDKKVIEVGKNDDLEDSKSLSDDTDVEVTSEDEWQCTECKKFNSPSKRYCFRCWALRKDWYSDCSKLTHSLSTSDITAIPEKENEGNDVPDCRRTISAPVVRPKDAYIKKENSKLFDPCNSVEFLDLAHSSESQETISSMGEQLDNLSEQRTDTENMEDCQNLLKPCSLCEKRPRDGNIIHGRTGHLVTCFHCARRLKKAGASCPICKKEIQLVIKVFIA
Target sequence (Q00987 whole entry, looked up): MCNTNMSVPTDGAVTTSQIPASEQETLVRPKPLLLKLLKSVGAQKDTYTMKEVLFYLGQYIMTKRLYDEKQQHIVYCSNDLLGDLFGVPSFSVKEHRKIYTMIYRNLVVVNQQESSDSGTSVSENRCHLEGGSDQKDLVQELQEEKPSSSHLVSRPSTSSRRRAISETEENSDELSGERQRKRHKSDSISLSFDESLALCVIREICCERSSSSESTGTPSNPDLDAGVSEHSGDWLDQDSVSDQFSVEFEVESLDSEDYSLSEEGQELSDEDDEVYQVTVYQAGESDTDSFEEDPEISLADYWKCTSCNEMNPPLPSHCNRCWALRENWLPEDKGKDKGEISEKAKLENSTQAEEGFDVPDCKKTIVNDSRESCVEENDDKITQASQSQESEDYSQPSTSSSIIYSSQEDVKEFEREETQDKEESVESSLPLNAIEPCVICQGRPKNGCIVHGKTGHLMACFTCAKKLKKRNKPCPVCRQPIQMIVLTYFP
tim10-1 inh: growth inhibitors of tim10-1 mutant yeast | inhibition, % at 20 µM | 2.2% of 330,000 active | S. cerevisiae tim10-1 ts strain growth, BacTiter-Glo, 24 h | AID 463190;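 active means inhibition of at least 40%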;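 further: mutant grown at 25 °C; 0% = DMSO wells with yeast and 100% = wells holding no yeast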
CHOP UPR activ: activators of apoptotic arm of unfolded protein response (CHOP). CHO-CHOP luciferase reporter, UPR activation, luminescence; percent of tunicamycin response over DMSO baseline. activation, % at 10 µM. 0.34% of 330,000 active. AID 449763;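 active means at 10 µM dose, activation of 40% or more, normalized to positive control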;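 further: 100% = tunicamycin at 10 µg/mL and 0% = DMSO alone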
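measured by = luciferase luminescence | assay system = CHO-CHOP cells, stable luciferase reporter of PERK-eIF2a-CHOP signalling | amount = 500 reporter cells seeded per well | timing = 6 h compound exposure at 37 °C after overnight seeding | controls = positive tunicamycin 10 µg/mL, negative DMSO alone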
TIM10 inh: TIM10 yeast growth inhibition; S. cerevisiae TIM10 strain growth, BacTiter-Glo luminescence, 24 h; inhibition, % at 10 µM; 1.4% of 330,000 active; AID 463195;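 active means inhibition of 40% or more at the single tested concentration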;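 further: wild-type TIM10 isogenic control strain grown at permissive 25 °C; 0% = DMSO yeast wells and 100% = minimal medium wells without yeast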
UPR XBP1 act: activators of adaptive arm of unfolded protein response (XBP1); CHO-XBP1 luciferase reporter, IRE1-XBP1 UPR activation, luminescence; percent of tunicamycin response, DMSO as zero; AID 463104; activation, % at 20 µM; 0.33% of 330,000 active;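 active means versus positive control, 20 µM dose yields 30% or more activation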;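 further: 100% = tunicamycin at 10 µg/mL and 0% = DMSO only wells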
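assay system = CHO-XBP1 luciferase reporter cells | amount = 1000 cells/well | buffer or medium = F12 plus 10% FBS | compound dosing = single point, 20 µM final compound, 1% DMSO | incubation = 16-18 h cell attachment at 37 °C, then 6 h compound exposure | detection = Steady-Glo luminescence read | controls = tunicamycin 10 µg/mL and vehicle-only wells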
tim23-1 inh: tim23-1 yeast growth inhibition; S. cerevisiae tim23-1 growth, BacTiter-Glo luminescence, 24 h; inhibition, % at 20 µM; 1.3% of 330,000 active;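 active means growth inhibition of the mutant yeast at or above 50%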;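 further: temperature-sensitive mutant grown at 25 °C; plate controls were DMSO-treated mutant yeast for no effect and medium wells lacking yeast for full effect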
Jurkat NFkB inh: lowers PMA/ionomycin-induced NF-kB signal in Jurkat cells | AID 435003 | 0.53% of 330,000 active | PMA/ionomycin-induced NF-kB luciferase reporter, luminescence | inhibition, % at 4 µM; in the data active means inhibition above about 50%
697 NFkB inh: lowers PMA/ionomycin-induced NF-kB signal in 697 B cells. 697 B-cell NF-kB luciferase reporter, 16 h. inhibition, % at 4 µM. 0.33% of 330,000 active; in the data active means inhibition above about 35%
An asterisk follows results filed as active; & = joins results of further samples.

Molecule | Mdm2-MdmX inh | tim23-1 inh | 697 NFkB inh | UPR XBP1 act | tim10-1 inh | Jurkat NFkB inh | TIM10 inh | CHOP UPR activ
O=C(O)c1ccc(S(=O)(=O)c2ccc3c(c2)C(=O)N(NC(=O)c2cccnc2)C3=O)cc1 | -35 | 4 | -10 | -2 | 11 | 2 | -16 | 0.2
COCCCNC(=O)c1ccc(-n2nc(C(F)(F)F)cc2-c2cccs2)cc1 | 46 | 25 | -18 | 1 | 30 | 2 | 17 | -1.7
CCn1nnnc1SCC(=O)Nc1nc(-c2cccs2)cs1 | -22 | 8 | 0 | 0 | 29 | -11 | 14 | 7.1
CC(CCN1C(N(C)C)=NC[C@@H]1C)c1ccccc1 (stereo partly drawn) | 8 | 1 | -8 | -1 | -17 | -6 | -9 | -0.1
C=CCOc1ccc(C(c2c(C)n(C)n(-c3ccccc3)c2=O)c2c(C)n(C)n(-c3ccccc3)c2=O)cc1 | 3 | 17 | -7 | -5 | 20 | 4 | -2 | 0.0
O=C(O)CCSc1ccc2ccccc2n1 | -6&-25 | 6&4 | 25&-1 | -2&-1 | 4&4 | -6&8 | 4&-11 | 2.2&-0.5
C[C@H](NC(N)=O)C(=O)Nc1ccc2c(c1)OCO2 | -23 | 11 | -13 | 0 | 11 | -17 | 4 | 0.5
COc1ccc(S(=O)(=O)Nc2c(C)ccc3nsnc23)cc1OC | 17 | 3 | 28 | -5 | 19 | -12 | -17 | -3.3
COc1ncnc2c1oc1nc(C)c3c(c12)CC(C)(C)OC3 | 18 | 0 | 0 | -2 | 20 | -3 | 6 | -0.7
O=C(Nc1nc(-c2ccc(Oc3ccccc3)cc2)cs1)C1=COCCO1 | 23 | 18 | -21 | -3 | 15 | 14 | 22 | 1.7
CCN(c1ccccc1)S(=O)(=O)c1ccc(Cl)c(NC(=O)CSc2ncn[nH]2)c1 | 36 | -2 | 17 | -3 | 9 | 7 | 8 | -2.0
Cc1cc(C)nc(NC(=S)Nc2ccc(Br)cc2Cl)c1 | 51* | -8 | -4 | 3 | -30 | -5 | 7 | 11
COC(=O)c1cc2n(n1)CCN(Cc1ccc(OC)cc1)C2=O | 14 | -5 | 23 | -4 | -12 | 2 | -4 | -0.1
C(=N\N=C\c1ccccn1)/c1ccccn1 | -5 | 3 | 3 | 4 | -3 | -4 | 7 | 1.4
COc1ccc(Cl)cc1-n1c(=S)sc2c(=O)[nH]c(SCC(=O)C(C)(C)C)nc21 | 23 | 6 | -3 | -1 | 23 | -7 | 15 | -0.3
O=C(O)CC1S/C(=N/N=C/c2ccccn2)NC1=O (stereo not drawn) | 13 | 3 | 15 | 0 | -14 | -5 | -20 | -0.2
CCN(CC)c1ccc(S(=O)(=O)N2CCOCC2)cc1NC(=O)CSc1ccccc1 | -7 | 24 | -24 | 0 | 27 | 5 | 20 | -0.3
COCCOc1ccc(C(F)(F)F)cc1NC(=O)CN1C(=O)NC2(CCCc3ccccc32)C1=O (stereo not drawn) | 2 | 4 | -4 | -2 | 2 | 2 | 2 | 0.7
CCOc1ccc(/C=N/NC(=O)c2nnn(-c3nonc3N)c2CN(C)C2CCCCC2)cc1 | 11 | 0 | -12 | 3 | 2 | 0 | 3 | -1.0
COc1cc(-c2ccc3sc(-c4ccsc4)c(C#CCO)c3c2)cc(OC)c1OC | 74* | 22 | -16 | 1 | 31 | -19 | 11 | 4.9
c1ccc(-c2noc(CN3CCOCC3)n2)cc1 | -11 | 9 | -26 | 6 | 11 | -16 | -4 | 4.4
Cc1cc(C)[n+](-c2ccc(C(C)C)cc2)c2[nH]c(=O)[nH]c(=O)c12 | 1 | 5 | -9 | -2 | 11 | -25 | -13 | 2.9
CCCCN1C(=O)c2ccc(C(=O)Nc3ccccc3N3CCOCC3)cc2C1=O | 1 | -12 | 1 | 2 | 43* | -12 | 19 | 1.4
CC(C)C1Cc2ccccc2-c2[nH]c(=S)[nH]c(=O)c21 (stereo not drawn) | 12 | 28 | 13 | 2 | 11 | -12 | 4 | -1.4
CC1CCCN(c2ccc([N+](=O)[O-])cc2C(=O)c2ccccc2)C1 (stereo not drawn) | 65* | 4 | 35* | 10 | 9 | 51* | 4 | 0.6
COc1cccc(/C=c2\sc3nc(-c4cccs4)nn3c2=O)c1OC | 24 | 37 | -2 | 0 | 42* | 1 | 51* | -1.1
Cc1ccc(NC(=O)CN2C(=O)CN(C)C2=O)cc1S(=O)(=O)N1CCCCC1 | 10 | -2 | 4 | 0 | 8 | 0 | 3 | -2.5
CCc1ccc2oc(-c3cc(N)ccc3O)nc2c1 | -163 | 7 | -104 | -15 | 14 | -81 | 24 | -8.0
CCOc1ccccc1NC(=O)C1CCN(C(=O)c2cccs2)CC1 | 23 | 6 | 5 | 0 | -6 | 9 | -6 | -1.7
C[C@@H]1C(NC(=O)c2ccccc2)CC2CC1C2(C)C (stereo partly drawn) | 3 | 32 | 8 | 0 | 2 | 3 | 12 | 1.7

Results in tim23-1 inh and Mdm2-MdmX inh (4 entries from above):
smiles | tim23-1 inh | Mdm2-MdmX inh
CC(CCN1C(N(C)C)=NC[C@@H]1C)c1ccccc1 (stereo partly drawn) | 1 | 8
C=CCOc1ccc(C(c2c(C)n(C)n(-c3ccccc3)c2=O)c2c(C)n(C)n(-c3ccccc3)c2=O)cc1 | 17 | 3
O=C(O)CCSc1ccc2ccccc2n1 | 6&4 | -6&-25
C[C@H](NC(N)=O)C(=O)Nc1ccc2c(c1)OCO2 | 11 | -23

(cont.)
Molecule | Mdm2-MdmX inh | tim23-1 inh | 697 NFkB inh | UPR XBP1 act | tim10-1 inh | Jurkat NFkB inh | TIM10 inh | CHOP UPR activ
NC(=S)N/N=C/c1ccc(-n2nncc2-c2ccc(Cl)cc2)cc1 | 41 | 20 | 13 | 4 | 21 | 18 | 15 | 1.1
CCOC(=O)c1c(C)n(CC)c2ccc(OC(=O)c3ccc([N+](=O)[O-])cc3)cc12 | 3 | 6 | 16 | 0 | 6 | -7 | 11 | 3.2
CCCCOc1ccc(CSCCN=C(N)N)cc1 | 2 | 9 | -66 | 4 | 8 | 47 | 13 | 1.2
Fc1cccc(/C=N/Nc2ccccn2)c1 | -1 | 16 | -61 | 3 | 16 | -54 | 13 | 2.4
CCCCCCSc1ccc(-c2nc3ccc(Cl)cn3c2NCc2ccccc2)cc1 | -24 | -2 | -3 | 2 | -14 | -3 | -16 | 0.8
Cc1cc(C)n(CCOC(=O)c2sc3ccccc3c2Cl)n1 | 21 | 39 | -1 | 1 | 37 | -21 | 8 | 1.8
CCOC(=O)c1c(C)sc2c1N(C(=O)CN(CC)CC)c1ccccc1S2 | 8 | 19 | -5 | -2 | 19 | -20 | 22 | 5.4
Cc1cccc(N2CCN(S(=O)(=O)c3ccc(-c4ccc(=O)[nH]n4)o3)CC2)c1C | 44 | -1 | 3 | 0 | -4 | 15 | 5 | -1.4
Cc1ccc(Sc2ncccc2C(=O)O)cc1 | -4 | -3 | 22 | -2 | 8 | -1 | -6 | 0.5
COc1ccc(NS(=O)(=O)c2ccc(NC(=S)NC(=O)CC(C)C)cc2)cc1 | 27 | 36 | -46 | 1 | 23 | -14 | 23 | -0.2
Cc1csc(SCC(=O)Nc2nc3ccccc3s2)n1 | 5 | 35 | -43 | 5 | 8 | -22 | -7 | 1.0
CCCCC(=O)NC(=S)Nc1cc([N+](=O)[O-])ccc1OC | 8 | -134 | 3 | 0 | 27 | 13 | -14 | 0.0
O=C(C1CCN(CCCc2ccccc2)CC1)N1CCCCC1 | 11 | -15 | 24 | 0 | -10 | 5 | -10 | -3.3
COC(=O)c1cc2ccsc2n1Cc1ccccc1F | 11 | 3 | -1 | 0 | 2 | -3 | 7 | 3.0
CCc1cc(=O)[nH]c(SCC(=O)NCc2ccc3c(c2)OCO3)n1 | 9 | -6 | -5 | 1 | -21 | -5 | -7 | 0.8
COc1ccc(CNC(=O)C(C)N2C(=O)NC(c3ccccc3)(c3ccccc3)C2=O)cc1 (stereo not drawn) | -10 | 0 | -20 | -3 | -4 | -6 | 8 | -1.2
Cc1cc(C(=O)NCC2CCCO2)sc1C (stereo not drawn) | 11 | 1 | -8 | -3 | -15 | -6 | -5 | 2.6
COc1ccc(Cl)cc1-c1n[nH]c(=S)n1C1CCCCC1 | 18 | 30 | -2 | -1 | 35 | -3 | 31 | -0.9
NC(=O)C1CN(C(=O)c2nn(Cc3ccccc3)c(=O)c3ccccc23)c2ccccc2O1 (stereo not drawn) | -1 | 10 | -13 | -2 | 8 | 7 | 2 | -0.3
O=C(CCN1C(=O)c2ccccc2S1(=O)=O)N1CCN(c2ccccc2F)CC1 | -1 | 22 | 8 | -1 | 29 | 13 | 9 | -0.2
C=CCN(CC=C)S(=O)(=O)c1ccc(F)cc1 | -11 | 5 | 25 | -2 | 5 | 11 | 5 | 2.1
O=C(Nc1ccc2oc(=O)ccc2c1)c1ccc(-c2ccc(Cl)cc2)o1 | 4 | -7 | -1 | 5 | 0 | 0 | 8 | 2.8
S=C(Nc1ccccc1)N1CCn2c1nc1ccccc12 | 21 | 66* | 8 | -1 | 56* | -10 | 42* | 0.8
O=C(CCc1nc(-c2ccccc2)no1)NCC1CCCO1 (stereo not drawn) | 0 | 0 | 20 | 2 | 3 | -5 | 7 | 0.4
CCOP(=O)(OCC)/C(=N/OC(=O)c1ccccc1C)C(N)=O | 11 | 5 | 6 | -4 | -2 | 8 | 5 | 0.6
COc1cc(NC(=O)c2ccc(Cl)cc2Cl)ccc1-c1cc2ccccc2oc1=O | 57* | 15 | 14 | 40* | 1 | 26 | -9 | 11
Cc1ccc(S(=O)(=O)NCc2c(Cl)cccc2Oc2ccccc2)cc1 | 5 | 40 | 9 | 1 | 24 | 7 | 31 | 1.5
CSc1ncccc1C(=O)OCCCC(=O)c1ccc(F)cc1 | 14 | 9 | -1 | 2 | -22 | 6 | -7 | 0.3
O=C(Nc1ccc(F)cc1)c1oc2ccccc2c1NC(=O)C1CC1 | 10 | 18 | -11 | 1 | 4 | 0 | 12 | 2.2
CCOc1ccccc1Nc1nc(-c2sc(NC(=O)c3ccco3)nc2C)cs1 | 24 | 31 | -22 | -4 | 17 | 11 | 1 | 3.8
O=C(COC(=O)c1ccc(Cl)cc1)NCC1CCCCC1 | -16 | 23 | -25 | -1 | -22 | 9 | -11 | -0.7
Cc1ccn2cc(CC(=O)O)nc2c1 | -12 | 15 | -10 | 2 | 26 | -3 | -8 | -1.0
Cc1c(C(=O)NNC(=O)Nc2ccc([N+](=O)[O-])cc2)oc2ccccc12 | 16 | 12 | 8 | -4 | 6 | 9 | -2 | 0.0

A different layout for some results above.
Order of values: Mdm2-MdmX inh | tim23-1 inh | 697 NFkB inh | UPR XBP1 act | tim10-1 inh | Jurkat NFkB inh | TIM10 inh | CHOP UPR activ
Fc1cccc(/C=N/Nc2ccccn2)c1
  -1 | 16 | -61 | 3 | 16 | -54 | 13 | 2.4
CCCCCCSc1ccc(-c2nc3ccc(Cl)cn3c2NCc2ccccc2)cc1
  -24 | -2 | -3 | 2 | -14 | -3 | -16 | 0.8

From PubChem BioAssay

This is a random part of the collection; overall some 6.6% were active at least once.
